# E coli WT inh: growth inhibitors of wild type E. coli, primary screen, strain BW25113 wild type, absorbance readout; E. coli BW25113 growth inhibition, OD600; inhibition, % at 10 µM; 0.05% of 20,000 active; AID 552, 2006; in the data active means inhibition above about 40%;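 further: bacteria exposed to compound for 20 hours at 37 °C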
#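 Assay system: Bacterial strain in a whole-cell growth screen | Amount: Inoculum from a 1:1000 dilution of a 1.5 h subculture | Detection: Absorbance at 615 nm as a measure of bacterial growth | Timing: 20 h exposure, 37 °C | Buffer or medium: LB plus kanamycin 50 µg/mL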
# * hit, by the source's call. These rows are one share of the data; count on the stated rates, not on these rows.
No.	compound	E coli WT inh
1	COC(=O)Cc1cnc(NC(=O)C2C3CCC(C3)C2C(=O)O)s1 (stereo not drawn)	-13.0
2	COc1ccc(N2CCN(C(=O)CCNS(=O)(=O)c3ccc(Br)s3)CC2)cc1	5.4
3	O=C(Cn1nc(C(F)(F)F)c2c1CCCCC2)N1CCOCC1	-16.1
4	COC(=O)c1cc2oc(C)cc2n1CC(=O)Nc1ccc(C)c(C)c1	2.7
5	Clc1ccc(OCc2nnc(SCc3nnc(-c4ccccc4)o3)o2)c(Cl)c1	-20.1
6	CCCn1c(NCc2cc(C)ccc2O)nc2ccccc21	-1.4
7	CCOC(=O)c1oc2ccccc2c1CSc1nnnn1-c1ccc(C)cc1	10.5
8	COc1ccc(OC)c(NC(=O)c2cn(C)c(=O)c3cc(OC)c(OC)cc23)c1	9.2
9	CCCCn1c2c(c3ccccc31)CCc1nonc1-2	6.9
10	COc1cc(C)nc(OCCNC(=O)COc2ccc(Cl)cc2C)n1	2.1
11	CNC(=O)NCCN1CCCC1=O	8.0
12	Cn1c(=O)c2c(nc(SCC(=O)Nc3ccc(N4CCOCC4)c(Cl)c3)n2C)n(C)c1=O	-9.4
13	COc1ccc(C2C(C(C)=O)=C(C)N=c3s/c(=C/c4ccc5c(c4)OCO5)c(=O)n32)cc1 (stereo not drawn)	-3.0
14	Cc1cccc(N2C(=O)CC(N3CCN(C(=O)c4ccccc4)CC3)C2=O)c1 (stereo not drawn)	9.9
15	CCCNC(=O)c1cc(-c2ccco2)on1	6.8
16	NCCN1CCN(CCN)CC1	-1.7
17	COc1ccc(S(=O)(=O)n2ccnc2)c2cccnc12	10.7
18	Cn1c(=O)c2c(ncn2CC(O)CNc2ccc(Cl)cc2)n(C)c1=O (stereo not drawn)	-1.2
19	O=C1CCc2nc3sc4c(c3c(=O)n2N1)CCCC4	-2.9
20	COC(=O)c1c(NC(=O)c2ccoc2C)sc2c1CCC2	-19.5
21	CCN(CC)C(=O)C1CCCN(Cc2ccc(N(C)C)cc2)C1 (stereo not drawn)	8.4
22	Cc1csc(NC(=O)CSc2nnc(Cc3cccn3C)n2-c2ccc(F)cc2)n1	12.6
23	COc1cc(NC(=O)c2ccco2)ccc1NC(=O)c1ccccc1Cl	-14.7
24	O=C(CSc1oc(-c2ccco2)nc1S(=O)(=O)c1ccccc1)NCC1CCCO1 (stereo not drawn)	-7.0
25	C=CCSC1=C(C#N)C(c2ccccc2OCC)CC(=O)N1 (stereo not drawn)	-3.9

# Following part
No.	compound	E coli WT inh
26	CCCCCCSc1ncc(C#N)c(N)n1	-16.0
27	COc1ccc2c(c1)C1(Nc3ccccc3-c3nc4ccccc4n31)C(=O)N2 (stereo not drawn)	-1.4
28	O=c1cc(-c2cccc3ccccc23)[nH][nH]1	6.4
29	CC(OC1=CC(=O)CCC1)C(=O)c1ccccc1 (stereo not drawn)	-1.3
30	Clc1ccc(Oc2nc(N3CCOCC3)nc(N3CCOCC3)n2)c(C2CCCCC2)c1	-16.2
31	COc1ccccc1NC(=O)C1CC(=O)N(c2ccc(F)cc2)C1 (stereo not drawn)	-2.8
32	Cc1ccc(-c2csc(NC(=O)CSc3ncn(-c4ccccc4)n3)n2)cc1	-25.0
33	Cc1cc(C(=O)Nc2ccc(S(=O)(=O)Nc3nccs3)cc2)c(C)o1	-20.5
34	COc1cccc(C(=O)N(Cc2nc(-c3ccc(C)cc3)no2)C(C)C)c1	1.3
35	O=C(CN1C(=O)CC(c2ccco2)Sc2ccccc21)Nc1ccccc1F (stereo not drawn)	9.1
36	O=C(NCc1n[nH]c(=S)n1-c1ccc(F)cc1)c1ccco1	3.5
37	CCOC(=O)c1ccc(S(=O)(=O)NC2CCCCCCC2)n1C	15.7
38	Cc1c(N=C2NC(=O)C(CC(=O)Nc3ccccc3)S2)c(=O)n(-c2ccccc2)n1C (stereo not drawn)	-15.5
39	Cc1ccc(-n2nnnc2SCC(=O)N2CCc3ccccc3C2)cc1	-4.6
40	Cc1ccc(-n2c(CSc3nc(C)cc(C)n3)nnc2SCC(=O)N2CCCC2)cc1	-16.8
41	CCOC(=O)Nc1ccc(NS(=O)(=O)c2ccc(C)cc2)cc1	2.0
42	CC1(C)Oc2ccc3ccc(=O)oc3c2C(N2CCCCC2)C1O (stereo not drawn)	2.8
43	O=C1c2cccnc2C(=O)N1Cc1ccc2c(c1)OCO2	0.4
44	O=C(/C=C/N1CCOCC1)c1ccc(-c2ccccc2)cc1	-2.5
45	Cc1ccccc1NC(=O)CCN1CCCCCC1	2.7
46	Cc1noc(C)c1CSc1nnc2n(-c3ccccc3)c(=O)c3ccccc3n12	0.8
47	NC(=O)CN1C(=O)C(O)(CC(=O)c2ccccc2O)c2ccccc21 (stereo not drawn)	7.5
48	CCC(=O)Nc1nn(C)c2nc3c(C)cccc3cc12	-5.8
49	CCOc1cccc(/C(O)=C2/C(=O)C(=O)N(CCN3CCOCC3)C2c2cccnc2)c1 (stereo not drawn)	-6.9
50	Fc1ccc(-n2c(Cc3ccccc3)nnc2SCc2nc(-c3cccs3)no2)cc1	0.5

# Results in sequence from the list.
# Entries 31–40 in E coli WT inh read -2.8, -25.0, -20.5, 1.3, 9.1, 3.5, 15.7, -15.5, -4.6, -16.8

# Carrying on.
No.	compound	E coli WT inh
51	Cc1ccccc1-c1nc(CN2CCC(C(=O)NCCCN3CCCC3)CC2)c(C)o1	14.1
52	CC1(C)C(c2cccs2)=[N+]([O-])C2(CCCCC/C2=N\O)N1O (stereo not drawn)	-0.5
53	CC(=O)Nc1ccc(OC(=O)C(CCS(C)(=O)=O)N2C(=O)c3ccccc3C2=O)cc1 (stereo not drawn)	-14.5
54	C=CCn1c(N)cc(=O)nc1SCC(=O)N1CCN(c2ccc(F)cc2)CC1	-1.7
55	CC(C)CC(c1nnnn1CC1CCCO1)N1CCN(Cc2ccc3c(c2)OCO3)CC1 (stereo not drawn)	-2.6
56	COC(=O)c1[nH]c2ccc(F)cc2c1NC(=O)CCN1CCN(C(=O)c2ccco2)CC1	-15.8
57	COc1cccc2cc(-c3nnc(SCC(=O)NCc4ccccc4)n3C)oc12	-17.1
58	Cc1onc(-c2c(Cl)cccc2Cl)c1C(=O)NCCN1CCOCC1	5.2
59	CCC(Sc1ccc2nnc(-c3ccc(F)cc3)n2n1)C(=O)OC (stereo not drawn)	-1.0
60	COc1ccc(Cl)cc1NC(=O)c1oc(C)nc1C	-2.7
61	CCCCP(=O)(CCCC)Cc1ccccc1O	9.2
62	Cc1sc2c(c1C)CN(C1CC(C)(C)NC(C)(C)C1)CN2C(=O)c1ccco1	-5.4
63	CC1CCCCN1CCNS(=O)(=O)c1ccc2c(c1)oc(=O)n2C (stereo not drawn)	0.6
64	Cc1ccc(C)c(NC(=O)CSc2nnc(CCCCCNC(=O)OC(C)(C)C)o2)c1	-15.6
65	CCOC(=O)N1CCN(C(=O)CSc2nnc(COc3ccccc3)o2)CC1	11.1
66	C[C@H](NC(=O)Nc1cccc(C(F)(F)F)c1)C(=O)O	6.7
67	COCCCNC(=O)C1CCN(C(=O)Nc2ccc(Cl)cc2)CC1	3.7
68	O=C(Nc1ccc(F)cc1)c1cccnc1N1CCOCC1	6.8
69	Cc1ccc(-c2nn(CC(=O)NCCN3CCOCC3)c(=O)c3ccccc23)cc1	-10.1
70	CSC1CCCCC1(O)CSc1nc2c(cc1C#N)CCCC2 (stereo not drawn)	-1.8
71	COc1ccc2nc(NC(=O)c3ccc(Br)s3)sc2c1	-31.9
72	Cc1cc(=O)[nH]c(Nc2c(C)n(C)n(-c3ccccc3)c2=O)n1	-14.4
73	Cn1cccc1C(=S)N1CCOCC1	1.0
74	CCOC(=O)c1cnn2c(C(F)(F)F)cc(-c3cn(C)nc3C)nc12	-18.1
75	Cc1ccc(S(=O)(=O)NCCCNS(C)(=O)=O)cc1	-0.3

# Part of the list above in order of molar mass, low to high:
No.	compound	E coli WT inh
66	C[C@H](NC(=O)Nc1cccc(C(F)(F)F)c1)C(=O)O	6.7
67	COCCCNC(=O)C1CCN(C(=O)Nc2ccc(Cl)cc2)CC1	3.7
65	CCOC(=O)N1CCN(C(=O)CSc2nnc(COc3ccccc3)o2)CC1	11.1
64	Cc1ccc(C)c(NC(=O)CSc2nnc(CCCCCNC(=O)OC(C)(C)C)o2)c1	-15.6

# 3 compounds picked at random from the list so far:
No.	compound	E coli WT inh
75	Cc1ccc(S(=O)(=O)NCCCNS(C)(=O)=O)cc1	-0.3
57	COc1cccc2cc(-c3nnc(SCC(=O)NCc4ccccc4)n3C)oc12	-17.1
61	CCCCP(=O)(CCCC)Cc1ccccc1O	9.2

# New compounds follow
No.	compound	E coli WT inh
76	CCN(CC)CCN1C(=O)c2oc3ccc(F)cc3c(=O)c2C1c1ccncc1 (stereo not drawn)	5.2
77	CCS(=O)(=O)N1CCC(C(=O)Nc2cc(Cl)ccc2O)CC1	5.6
78	COc1cc(N2C(=O)CSC23C(=O)Nc2ccccc23)cc(OC)c1OC (stereo not drawn)	8.7
79	COc1ccc(C)cc1S(=O)(=O)N(C)CC(=O)Nc1ccc2c(c1)OCCO2	1.0
80	O=C(c1ccc(-c2ccccc2)cc1)N1CCC(C(=O)N2CCCC2)CC1	-7.5
81	Cc1cccnc1-n1c(CCN2C(=O)c3ccccc3C2=O)nc2ccccc2c1=O	0.8
82	CCOC(=O)c1cc(NC(=O)N2CCOCC2)c(C)nc1C	-4.9
83	N#Cc1cnc(SCC(=O)Nc2ccccc2C(F)(F)F)nc1N	0.6
84	C/C(N)=C(/C#N)C(=O)COC(=O)CCSc1ccccc1	1.1
85	CC1CCN(S(=O)(=O)c2ccc3[nH]cc(C(=O)NCCN4CCOCC4)c(=O)c3c2)CC1	2.7
86	COC(=O)c1cc(-c2c[nH]c3ccccc23)n[nH]1	4.0
87	O=C(O)CCc1ccc(-c2ccc(Br)cc2)n1CC(=O)O	2.7
88	COc1ccc(S(=O)(=O)Nc2ccc(Cl)cn2)c(C)c1C	-0.6
89	CCOc1cc(S(=O)(=O)NCc2ccc3c(c2)OCO3)ccc1F	-7.5
90	COc1ccc(-c2noc(-c3ccc(Cl)cc3)n2)cc1	-8.3
91	CCOc1ccc2nc(NC(=O)C3CCCN(S(=O)(=O)c4c(C)noc4C)C3)sc2c1 (stereo not drawn)	-6.2
92	COc1ccc(CCN2C(=O)CCC2(C)C(=O)NCc2cccnc2)cc1OC (stereo not drawn)	-2.4
93	Cc1cc(C)n(-c2nc3sc4c(c3c3nnc(SCC(N)=O)n23)CC(C)(C)OC4)n1	-2.3
94	CCCOC(=O)c1ccc(-c2c(C)noc2-c2ccc(OC)cc2O)o1	-6.7
95	Nc1nc(-c2cccnc2)nn1C(=O)CCc1ccccc1	-11.2
96	COc1cccc(-n2nc(C(=O)Nc3ccc4c(c3)OCO4)c3ccccc3c2=O)c1	-4.5
97	CCOc1ccc2nc(NC(=O)CS(=O)(=O)c3ccccc3)sc2c1	-21.4
98	Cc1[nH]c2ccccc2c1Cc1nnc(SCC(=O)NCc2ccco2)o1	9.4
99	O=C(CN1CCN(C(=O)c2ccccc2)CC1)Nc1ccc(Br)cn1	-15.4
100	O=C(NCCCN1CCOCC1)C1(c2ccccc2)CCCC1	-8.6

# Part of the list above in a different format.
(88) COc1ccc(S(=O)(=O)Nc2ccc(Cl)cn2)c(C)c1C
  E coli WT inh: -0.6

(90) COc1ccc(-c2noc(-c3ccc(Cl)cc3)n2)cc1
  E coli WT inh: -8.3

(95) Nc1nc(-c2cccnc2)nn1C(=O)CCc1ccccc1
  E coli WT inh: -11.2

(78) COc1cc(N2C(=O)CSC23C(=O)Nc2ccccc23)cc(OC)c1OC (stereo not drawn)
  E coli WT inh: 8.7

# Other structures.
No.	compound	E coli WT inh
101	O=c1c2c(nc3nc(Cc4ccccc4)[nH]n13)CCC2	7.6
102	CCOC(=O)c1ccc2ncc(C(=O)OCC)c(NCCN(C)C)c2c1	2.1
103	c1ccc(-c2nc3nonc3c3nc4ccccc4n23)cc1	7.3
104	Cc1cc(Cl)c(S(=O)(=O)NC(C(=O)O)c2ccccc2)cc1OCC(N)=O (stereo not drawn)	-2.1
105	COc1cccc(C(=O)N2CCN(C(=O)c3cccc(F)c3)CC2)c1	3.8
106	COc1ccc(C(=O)Cn2nnc(-c3cccs3)n2)cc1	-0.8

# Screening data: PubChem, SRMLSC
